# Assay outcomes as filed in PubChem.
# EBNA-1 inhibitor = blocks EBNA-1 binding to DNA; EBNA-1 DNA binding, fluorescence polarization; inhibition, % at 14.8 µM; 300,000 tested, 0.34% active; AID 1950; in the data active means inhibition above about 28%
# MEX-5 binding = C. elegans MEX-5 TCR-2 RNA binding activity. Q9XUB2. MEX-5/FITC-TCR2 RNA binding, fluorescence polarization; active compounds read low. activity score (negative = inhibition of binding), % at 10 µM. 300,000 tested, 0.38% active;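 active means inhibition past about -25% in most replicates, and total fluorescence under double the plate's negative control median, limit read from the data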;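 further: 0% = DMSO and -100% = 5 µM competing unlabeled TCR2 RNA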
# Target sequence (Q9XUB2 whole entry, looked up): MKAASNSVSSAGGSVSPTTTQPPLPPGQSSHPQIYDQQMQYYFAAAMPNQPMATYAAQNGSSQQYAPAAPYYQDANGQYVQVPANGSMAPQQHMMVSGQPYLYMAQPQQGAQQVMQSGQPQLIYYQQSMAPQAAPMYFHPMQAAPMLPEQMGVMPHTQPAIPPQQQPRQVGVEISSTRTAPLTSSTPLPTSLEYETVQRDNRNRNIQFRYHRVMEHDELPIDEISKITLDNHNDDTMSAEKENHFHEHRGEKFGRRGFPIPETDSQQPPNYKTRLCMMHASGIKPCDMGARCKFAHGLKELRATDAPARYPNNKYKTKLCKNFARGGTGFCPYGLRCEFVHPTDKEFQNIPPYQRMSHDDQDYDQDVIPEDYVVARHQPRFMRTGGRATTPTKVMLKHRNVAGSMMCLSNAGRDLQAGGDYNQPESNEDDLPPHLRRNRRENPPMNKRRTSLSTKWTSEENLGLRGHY
# MCL1-BIM inh = MCL1-BIM-BH3 interaction inhibition (human); Q07820; GST-MCL1 / FITC-Bim-BH3 fluorescence polarization; inhibition, % at 10.9 µM; 320,000 tested, 0.68% active; AID 2057;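 active means inhibition above the mean inhibition of all tested compounds plus 3 SD, set per campaign, cut at about 40% in these data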;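 further: 0% = DMSO wells and 100% = unlabeled Bim-BH3 peptide control; higher means more loss of mP so more displacement of Bim peptide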
# Target sequence (Q07820 whole entry, looked up): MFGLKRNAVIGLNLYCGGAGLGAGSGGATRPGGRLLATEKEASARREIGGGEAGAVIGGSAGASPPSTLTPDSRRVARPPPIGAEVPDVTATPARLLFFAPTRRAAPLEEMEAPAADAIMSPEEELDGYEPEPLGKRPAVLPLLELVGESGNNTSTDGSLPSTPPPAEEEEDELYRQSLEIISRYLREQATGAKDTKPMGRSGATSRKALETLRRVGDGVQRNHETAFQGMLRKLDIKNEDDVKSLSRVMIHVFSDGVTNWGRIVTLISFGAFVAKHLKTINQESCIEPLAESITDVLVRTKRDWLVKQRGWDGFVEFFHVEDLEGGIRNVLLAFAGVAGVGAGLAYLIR
# GLD-1 TGE inh = GLD-1-TGE RNA interaction inhibition (C. elegans); Q17339; purified GLD-1 + fluorescein TGE RNA, fluorescence polarization; inhibition, % at 5.96 µM; 320,000 tested, 0.44% active; AID 2280;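 active means percent inhibition above a per-plate cutoff, the plate mean of test compounds plus 3 SD, cut at about 30% in these data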;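 further: 0% = DMSO wells with GLD-1 and probe and 100% = wells lacking GLD-1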
# BCLXL inh = inhibitors of human Bcl-xL. Q07817. GST-Bcl-xL / FITC-Bim BH3 peptide fluorescence polarization. inhibition, % at 10.9 µM. 320,000 tested, 0.7% active;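 active means inhibition above the mean of all tested compounds plus 3 SD, cutoff set per campaign, cut at about 30% in these data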;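 further: 0% = DMSO wells and 100% = unlabeled Bim-BH3 peptide competitor; inhibitors lower millipolarization by displacing the labeled peptide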
# Target sequence (Q07817 whole entry, looked up): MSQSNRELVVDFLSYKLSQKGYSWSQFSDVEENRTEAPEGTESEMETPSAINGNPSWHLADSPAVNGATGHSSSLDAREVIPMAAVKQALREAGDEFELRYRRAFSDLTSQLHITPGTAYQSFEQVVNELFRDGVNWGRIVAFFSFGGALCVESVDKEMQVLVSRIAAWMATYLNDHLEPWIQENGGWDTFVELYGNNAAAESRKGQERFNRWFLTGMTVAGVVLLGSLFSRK
# ZTA DNA inh = blocks Epstein-Barr virus ZTA, an EBNA-1 counter-screen; AID 2234; P03206; inhibition, % at 11 µM; ZTA-DNA binding, fluorescence polarization; 320,000 tested, 0.15% active; in the data active means inhibition above about 33%
# Fam108B inh = Fam108B inhibition, counter-screen for RBBP9 inhibitors; recombinant Fam108B, FP-Rh probe fluorescence polarization; inhibition, % at 9.51 µM; 300,000 tested, 0.33% active;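 active means inhibition above the screen mean inhibition plus 3 SD, computed separately per campaign, cut at about 18% in these data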;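 further: inhibitors lower polarization as less probe binds the enzyme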
# Efflux pump inh = antifungal efflux pump inhibition, Nile Red retention; 330,000 tested, 0.44% active; inhibition, % at 10 µM; S. cerevisiae Candida pump triplex;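 active means plate passing quality check with inhibition over a set limit, or well fluorescence over plate mean plus 4 SD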;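 further: Nile Red retained in pooled yeast measured as flow cytometry median fluorescence; 0% = buffer negative control and 100% = Enniatin B positive control; higher means more Nile Red kept so more efflux inhibition; some compounds called inactive have numbers as strong as hits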
# Yeast superoxide = caloric restriction mimetics inhibiting age-related superoxide in yeast | S. cerevisiae aged cells, superoxide DHE fluorescence; active compounds read low | superoxide response (% of plate mean), % at 10 µM | 330,000 tested, 0.18% active | AID 2690;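 active means superoxide response under a set limit, about three screen SD below normal, cut at about 65% in these data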;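 further: yeast aged for seven days with compound at 30 °C before DHE staining; 100% = average MFI of all compound-treated wells on the plate with controls excluded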
# Starred values were filed as active, the others as inactive; x = not tested or not shown.
SMILES,EBNA-1 inhibitor,MEX-5 binding,MCL1-BIM inh,GLD-1 TGE inh,BCLXL inh,ZTA DNA inh,Fam108B inh,Efflux pump inh,Yeast superoxide
CC(=O)c1ccc(NC(=O)CCNC(=O)c2ccc(Cl)cc2)cc1,-10,3.5,0,-3,3,2,2,0.0,106
CC1CCCC(C)N1C(=O)COC(=O)c1c[nH]c2ccccc12 (centres undefined),x,x,4,4,2,16,x,-0.1,104
CCOC(=O)c1cc2sc(C)cc2n1CC(=O)NCc1ccc(F)cc1,-10,2.0,4,2,5,-23,2,0.2,130
CCCC(=O)Nc1c2c(nn1-c1ccc(OC)cc1)CS(=O)(=O)C2,3,-1.0,7,3,0,13,0,0.1,100
O=C1C(Cl)=C(NCCN2CCOCC2)C(=O)c2ccccc21,-4,-0.6,1,-2,3,5,4,-0.1,177
CC(=O)Nc1ccc(Sc2ccccc2C(=O)O)cc1,-1,-0.9,1,0,6,3,-2,0.3,117
CCCCNC(=O)c1oc2ccc(S(=O)(=O)N3CCCC3)cc2c1C,-2,-1.1,3,-4,0,8,-1,0.0,89
COc1ccc(-c2noc(CCc3ccccc3)n2)cc1,-3,0.1,2,6,-1,1,-2,0.0,93
Cn1cc(Br)c(-c2cccc(N3C(=O)CC(C)(C)CC3=O)c2)n1,7,-1.3,-1,-3,1,1,2,-0.2,103
Cc1ccc(NC(=S)NC(=O)c2cncc(Br)c2)cc1Cl,14,-0.3,0,10,0,2,-2,0.1,96
O=S1(=O)Nc2c(ccc3cccnc23)-c2ccccc21,-5,-11,3,0,3,-8,-7,0.4,73
O=c1c2ccccc2nc(SCc2nc3ccccc3s2)n1CCCO,1,2.4,-7,0,2,-1,4,-0.2,146
COCCN1CCn2c(nc3cc(Nc4nnc(C)c5ccccc45)ccc32)C1,2,-6.1,5,-3,5,-7,1,0.0,95
CS(=O)(=O)N1N=C(c2ccco2)CC1c1ccc(Br)cc1 (centres undefined),0,-0.1,3,-5,7,-4,3,0.1,133
CCOC(=O)C1CCCN(C/C=C/c2ccccc2[N+](=O)[O-])C1 (centres undefined),-3,-0.9,3,5,-1,4,0,0.3,114
S=C1NNC2(CC3CC2C2CCCC32)NN1 (centres undefined),-8,0.0,3,-8,4,15,4,0.1,103
c1ccc(CSc2ccc3nnc(-c4cccnc4)n3n2)cc1,-2,0.7,11,1,0,-2,4,-0.1,101
O=C(OCc1nc2ccsc2c(=O)[nH]1)c1ccccc1,1,-4.4,-1,6,4,3,0,-0.1,105
C(=N\Nc1nc2ccccc2[nH]1)/c1cccs1,0,-2.2,-1,-4,3,-10,5,-0.2,111
O=C(O)c1ccc(NC(=S)N2CCCCC2)cc1,-2,-1.4,2,0,-2,-35,0,0.0,99

# Retrieved one by one from the entries so far (four):
SMILES,EBNA-1 inhibitor,MEX-5 binding,MCL1-BIM inh,GLD-1 TGE inh,BCLXL inh,ZTA DNA inh,Fam108B inh,Efflux pump inh,Yeast superoxide
C(=N\Nc1nc2ccccc2[nH]1)/c1cccs1,0,-2.2,-1,-4,3,-10,5,-0.2,111
c1ccc(CSc2ccc3nnc(-c4cccnc4)n3n2)cc1,-2,0.7,11,1,0,-2,4,-0.1,101
COCCN1CCn2c(nc3cc(Nc4nnc(C)c5ccccc45)ccc32)C1,2,-6.1,5,-3,5,-7,1,0.0,95
S=C1NNC2(CC3CC2C2CCCC32)NN1 (centres undefined),-8,0.0,3,-8,4,15,4,0.1,103

# 2 entries from above, bar-delimited:
mol | EBNA-1 inhibitor | MEX-5 binding | MCL1-BIM inh | GLD-1 TGE inh | BCLXL inh | ZTA DNA inh | Fam108B inh | Efflux pump inh | Yeast superoxide
COCCN1CCn2c(nc3cc(Nc4nnc(C)c5ccccc45)ccc32)C1 | 2 | -6.1 | 5 | -3 | 5 | -7 | 1 | 0.0 | 95
O=S1(=O)Nc2c(ccc3cccnc23)-c2ccccc21 | -5 | -11 | 3 | 0 | 3 | -8 | -7 | 0.4 | 73

# More structures follow:
SMILES,EBNA-1 inhibitor,MEX-5 binding,MCL1-BIM inh,GLD-1 TGE inh,BCLXL inh,ZTA DNA inh,Fam108B inh,Efflux pump inh,Yeast superoxide
Cc1cc(C)cc(NC(=O)CCC(=O)Nc2nnc(C(C)C)s2)c1,-4,1.4,4,-5,1,22,-2,0.2,115
O=C(CCNS(=O)(=O)c1cccc2nsnc12)NCCc1ccccc1,2,-0.4,9,-3,11,10,0,0.0,95
O=C(Cc1nnc(NC(=O)c2ccccc2)s1)N/N=C\c1ccc(O)c(O)c1,10,3.2,33,7,13,-3,3,0.1,100
COc1ccc(C=O)cc1OS(=O)(=O)c1ccc(NC(C)=O)cc1,6,0.0,-3,2,6,13,-5,0.0,81
c1ccc(Nc2c3c(nc4ncnn24)CCC3)cc1,2,0.9,34,21,23,-4,1,0.0,105
COc1ncccc1C(=O)N1CCCC(C(=O)c2cc(F)ccc2F)C1 (centres undefined),-12,-4.1,13,7,7,-21,2,-0.1,106
N#Cc1ccccc1Sc1ccccc1C(=O)OCC(=O)NC12CC3CC(CC(C3)C1)C2,1,2.4,-2,2,2,-8,-6,-0.1,105
Cc1c(Cl)cccc1Nc1nc(N)nc(CN2CCCCCC2)n1,-18,3.2,-1,-2,-1,-7,-3,-0.1,93
CC(SC1CCCC1)C(=O)NC(C)(C#N)C(C)C (centres undefined),-4,0.3,2,3,1,0,-3,0.1,97
C=Cn1cc[n+](CC(=O)c2ccc(-c3ccccc3)cc2)c1,-19,-2.0,-20,-6,-4,0,1,0.7,101
CN(C)CCCN(C(=O)c1ccco1)c1nc2c(F)cc(F)cc2s1,0,-0.3,-2,5,-1,-37,-5,0.5,115
O=C(CSC(=S)N1CCCC1)Nc1ccc(Br)cc1Cl,5,1.1,1,6,1,7,-1,0.1,106
Cn1c(SCC(=O)Nc2ncc(C(F)(F)F)cc2Cl)nnc1-c1ccc(Cl)cc1,-18,1.3,-5,6,9,-2,4,-0.3,105
CCNC(=O)CSc1nnc(-c2ccccc2Br)n1-c1cccc(C(F)(F)F)c1,-2,-0.3,3,-4,-5,-8,-3,0.1,102
Cc1cc2c(cc1C)C(c1ccccc1Br)CC(=O)N2 (centres undefined),4,0.2,5,8,-3,33*,1,0.1,104
C=CCc1cccc(CNc2nc3ccccc3n2C(C)C)c1O,2,1.0,0,0,-1,8,7,0.9,101
O=C1C(=O)N(c2ccccc2)C(c2ccccc2[N+](=O)[O-])/C1=C(\O)c1ccccc1 (centres undefined),-10,-0.1,4,-4,9,-3,0,0.1,102
Cc1c(OCC(=O)NCCCN2CCCC2=O)ccc2c3c(c(=O)oc12)CCC3,0,1.1,-7,10,3,1,-2,0.0,98
Cc1cc2nnc(SCC(=O)Nc3cccc(S(=O)(=O)N4CCOCC4)c3)n2c2ccccc12,0,-2.8,-20,-3,-6,1,-6,-0.2,115
COC(=O)C1=NNC2(c3ccc(C)cc3)C(=O)N(c3cccc(C)c3C)C(=O)C12 (centres undefined),-3,-0.1,1,0,3,4,-5,-0.2,103

# Structural class, the compounds so far with a CF3 group (two)
SMILES,EBNA-1 inhibitor,MEX-5 binding,MCL1-BIM inh,GLD-1 TGE inh,BCLXL inh,ZTA DNA inh,Fam108B inh,Efflux pump inh,Yeast superoxide
Cn1c(SCC(=O)Nc2ncc(C(F)(F)F)cc2Cl)nnc1-c1ccc(Cl)cc1,-18,1.3,-5,6,9,-2,4,-0.3,105
CCNC(=O)CSc1nnc(-c2ccccc2Br)n1-c1cccc(C(F)(F)F)c1,-2,-0.3,3,-4,-5,-8,-3,0.1,102

# Next part:
SMILES,EBNA-1 inhibitor,MEX-5 binding,MCL1-BIM inh,GLD-1 TGE inh,BCLXL inh,ZTA DNA inh,Fam108B inh,Efflux pump inh,Yeast superoxide
CCCN(CC(=O)Nc1ccc(F)c(F)c1F)Cc1cc(=O)n2ccsc2n1,2,0.2,0,-5,1,19,10,0.0,91
COc1cccc(N=Cc2nc(-c3ccccc3)oc2OC(C)=O)c1,4,-0.4,0,4,3,7,2,0.1,78
CCN(CC)Cc1cc(NC2=NS(=O)(=O)c3ccccc32)ccc1OC(=O)c1ccccc1,-2,0.6,-3,-3,4,-7,1,1.0,63*
O=C(O)Cn1nnnc1SCC(=O)Nc1ccc(OC(F)(F)F)cc1,3,-1.9,1,-12,5,-4,6,-0.1,89
CN1CCCC(OC(=O)c2cc(Cl)cc(Cl)c2)C1 (centres undefined),-5,-0.1,11,-8,-1,0,-3,0.0,106
O=C(NCCCNc1ccnc2cc(Cl)ccc12)c1ccccc1F,2,1.5,6,0,5,1,-8,-0.3,106
O=c1[nH]c2ccccc2cc1CN(Cc1ccco1)S(=O)(=O)c1ccccc1,-5,2.0,-2,3,1,8,-2,0.0,100
CC(C)(C)NC(=O)Nc1nnc(SCC(=O)NC2CCCCC2)s1,-4,-2.0,0,1,2,0,-2,0.0,105
CCCCC(=O)Nc1ccc2c(c1)OCCO2,6,-1.4,-2,0,-1,6,0,0.0,103
O=C(CN1CCN(Cc2ccc(F)cc2)CC1)Nc1ccccc1F,8,-0.4,3,5,-2,-9,-1,-0.3,96
CN(C)CCCNC(=S)NCCNc1nc2cc3c(cc2cc1C#N)OCO3,-7,2.9,11,-5,5,-16,-3,-0.1,97
Cc1oc(C)c(C(N)=O)c1C(N)=O,4,2.3,-6,-12,-9,18,-3,-0.1,94
Cc1ccn2cc(CCNC(=O)c3ccc(Br)o3)nc2c1,0,-0.4,3,2,1,7,0,-0.1,85
O=C(c1ccc([N+](=O)[O-])c(CS(=O)(=O)c2ccc(Cl)cc2)c1)N1CCCC1,2,2.5,-9,-1,0,1,3,0.2,120
Cc1cc(C)nc(N/N=C/c2cc(Br)ccc2O)n1,-10,0.6,3,3,-4,2,4,0.0,103
CCOC(=O)C(=CNc1cc(OC)ccc1-n1cccc1)C(=O)OCC,-1,0.3,-2,5,2,1,-1,0.0,100
Cc1ccn2c(=O)nc(SCC(=O)N3CCCCC3)nc2c1,3,2.0,16,1,13,22,-1,-0.1,103
CC(=O)c1ccc(Nc2c(C)n(C)n(-c3ccccc3)c2=O)cc1,7,2.7,5,-5,0,23,-1,-0.1,98
COc1ccc(/C=C/C(=O)NC(C)CCc2ccccc2)cc1 (centres undefined),-7,1.1,0,-1,0,21,-1,0.2,105
O=S(=O)(/C=C/c1ccccc1)Nc1ccc(F)cc1,-9,1.0,7,3,3,-5,-1,0.0,118
COC(=O)c1cccn(CC(=O)c2ccc(Cl)cc2Cl)c1=O,-6,0.5,7,3,3,-21,3,0.0,82
COC(C/C=C\[C@@H](O)[C@@H](C)OCc1ccccc1)OC,-2,-0.3,-1,3,5,11,0,-0.1,105
Cc1cccc(N/C=C/c2onc(C)c2[N+](=O)[O-])c1,15,2.8,-121,-15,-69,8,-5,0.0,95
CCc1nnc(NCn2nc(C)cc2C)s1,-9,-0.1,4,-2,3,-7,-2,0.1,106
CCOc1ccc(CCNC(=O)COC(=O)c2ccc(S(C)(=O)=O)cc2)cc1OCC,-5,2.8,-3,-9,1,-1,0,-0.2,86
CCCNC(=O)CSc1ccc(S(=O)(=O)N2CCCC2)cn1,x,x,6,3,-8,-4,x,0.2,92
CC1(C)CC(NC(=O)c2cccc(S(=O)(=O)N(Cc3ccccc3)c3ccccc3)c2)CC(C)(C)N1,-4,-1.0,9,5,0,20,-3,0.1,80
O=C(CN1C(=O)COc2ccc(Cl)cc21)Nc1ccc2c(c1)OCCO2,-7,-3.1,-1,-5,-2,6,-6,0.1,106
CSc1nnc(N2C(=O)C(O)=C(C(=O)c3ccco3)C2c2ccccc2F)s1 (centres undefined),-12,2.0,80*,86*,70*,5,-2,-0.1,143
CCCCOc1ccccc1NC(=O)CC1Nc2ccccc2NC1=O (centres undefined),11,-0.3,-6,4,6,-15,-8,0.2,97
